GPR151 ag: human GPR151 activation | Q8TDV0 | PathHunter beta-arrestin GPR151 cells, luminescence | activation, % at 11.2 µM | 650,000 tested, 1% active | AID 1508602; in the data active means activation above about 4.9%;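 further: 0% = median of compound wells and 100% = cells with positive control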
Target sequence (Q8TDV0 whole entry, looked up): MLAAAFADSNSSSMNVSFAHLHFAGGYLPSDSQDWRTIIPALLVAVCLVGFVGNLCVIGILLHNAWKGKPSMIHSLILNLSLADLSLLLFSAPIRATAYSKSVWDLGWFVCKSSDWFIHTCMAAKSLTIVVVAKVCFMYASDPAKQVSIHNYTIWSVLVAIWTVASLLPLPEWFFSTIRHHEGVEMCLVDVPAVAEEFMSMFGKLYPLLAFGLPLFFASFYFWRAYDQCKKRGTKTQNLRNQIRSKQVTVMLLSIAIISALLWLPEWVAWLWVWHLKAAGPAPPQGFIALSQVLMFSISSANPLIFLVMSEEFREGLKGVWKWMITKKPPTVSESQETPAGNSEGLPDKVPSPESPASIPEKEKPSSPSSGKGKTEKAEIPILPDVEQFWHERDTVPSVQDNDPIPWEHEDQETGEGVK
TEAD-YAP inh: TEAD-YAP interaction inhibition | 640,000 tested, 1.4% active | inhibition, % at 9.12 µM | HEK-TIYL cells, TEAD-Gal4/YAP UAS-luciferase luminescence; in the data active means inhibition above about 32%;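 further: 0% = median of test compound wells and 100% = reference inhibitor wells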
MITF primary: inhibitors of human MITF; AlphaScreen MITF homodimerization, bead proximity signal; inhibition, % at 2.6 µM; 650,000 tested, 0.91% active; O75030; in the data active means inhibition above about 50%;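 further: 0% = vehicle wells with protein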
FBW7 activator: activators of human E3 ligase FBW7; 650,000 tested, 0.13% active; Q969H0; normalized activity (activation), % at 26.1 µM; AlphaScreen FBW7–phospho-cyclin E peptide binding, activator screen; in the data active means normalized activity above about 1.9%;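 further: purified mutant Fbw7 with reduced substrate affinity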
Target sequence (Q969H0 whole entry, looked up): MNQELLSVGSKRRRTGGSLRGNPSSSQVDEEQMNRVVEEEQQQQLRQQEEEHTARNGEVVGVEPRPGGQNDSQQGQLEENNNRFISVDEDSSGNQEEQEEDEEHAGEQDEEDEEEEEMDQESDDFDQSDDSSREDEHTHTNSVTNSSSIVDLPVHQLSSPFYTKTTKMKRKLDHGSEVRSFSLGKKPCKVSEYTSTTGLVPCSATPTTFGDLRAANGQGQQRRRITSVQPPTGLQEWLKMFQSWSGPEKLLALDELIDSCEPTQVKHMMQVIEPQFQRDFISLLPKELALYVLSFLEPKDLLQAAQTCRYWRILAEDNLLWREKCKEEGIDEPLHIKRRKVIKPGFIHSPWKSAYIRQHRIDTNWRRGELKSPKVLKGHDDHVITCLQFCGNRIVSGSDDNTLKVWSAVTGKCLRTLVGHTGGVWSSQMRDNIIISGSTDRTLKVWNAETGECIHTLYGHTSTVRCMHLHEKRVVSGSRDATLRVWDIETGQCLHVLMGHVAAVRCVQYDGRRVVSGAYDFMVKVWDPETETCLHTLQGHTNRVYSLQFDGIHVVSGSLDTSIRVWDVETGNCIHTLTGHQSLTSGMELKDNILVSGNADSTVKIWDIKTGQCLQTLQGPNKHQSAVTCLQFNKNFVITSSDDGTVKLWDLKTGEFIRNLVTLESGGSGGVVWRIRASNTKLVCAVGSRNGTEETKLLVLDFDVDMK
Starred values were filed as active, the others as inactive.

Preview:
`Cc1cc(C(=O)NN2CCOCC2)cs1` gave GPR151 ag -0.3, TEAD-YAP inh 0, MITF primary -8 and FBW7 activator 0.0.
`CC1NC2(C(=O)c3ccccc3C2=O)C2C(=O)N(c3ccccc3)C(=O)C12` (stereo not drawn) gave GPR151 ag 0.0, TEAD-YAP inh -4, MITF primary 12 and FBW7 activator 0.1.
`Cc1cccc(NC(=O)c2c(O)c3cccc4c3n(c2=O)CC4)n1` gave GPR151 ag 1.5, TEAD-YAP inh 0, MITF primary 1 and FBW7 activator 0.0.
For O=C(Cc1ccccc1)Nc1nnc(SCC(=O)N2CCc3ccccc32)s1 the results were GPR151 ag 1.7, TEAD-YAP inh 5, MITF primary 8 and FBW7 activator 0.0.
Screening O=C(NCCC1=CCCCC1)c1ccc2nc(-c3ccc(F)cc3)c(-c3ccc(F)cc3)nc2c1 returned GPR151 ag 0.3, TEAD-YAP inh 1, MITF primary -4 and FBW7 activator 0.0.
Screening O=C(NC(=S)N1CCN(c2ccc(O)cc2)CC1)c1cccs1 returned GPR151 ag -1.3, TEAD-YAP inh -8, MITF primary -2 and FBW7 activator 0.1.
For Cc1cccc(C(=O)N(Cc2ccccn2)c2nc3ccc(F)cc3s2)c1 the results were GPR151 ag 1.5, TEAD-YAP inh -64, MITF primary 1 and FBW7 activator 0.0.
Screening CCOc1ccc(N/C(SCc2ccccc2C)=C(/C#N)C(N)=O)cc1 returned GPR151 ag 1.4, TEAD-YAP inh 13, MITF primary -11 and FBW7 activator -0.3.

Main list, previewed entries included:
`Cc1cc(C(=O)NN2CCOCC2)cs1` gave GPR151 ag -0.3, TEAD-YAP inh 0, MITF primary -8 and FBW7 activator 0.0.
`CC1NC2(C(=O)c3ccccc3C2=O)C2C(=O)N(c3ccccc3)C(=O)C12` (stereo not drawn) gave GPR151 ag 0.0, TEAD-YAP inh -4, MITF primary 12 and FBW7 activator 0.1.
`Cc1cccc(NC(=O)c2c(O)c3cccc4c3n(c2=O)CC4)n1` gave GPR151 ag 1.5, TEAD-YAP inh 0, MITF primary 1 and FBW7 activator 0.0.
For O=C(Cc1ccccc1)Nc1nnc(SCC(=O)N2CCc3ccccc32)s1 the results were GPR151 ag 1.7, TEAD-YAP inh 5, MITF primary 8 and FBW7 activator 0.0.
Screening O=C(NCCC1=CCCCC1)c1ccc2nc(-c3ccc(F)cc3)c(-c3ccc(F)cc3)nc2c1 returned GPR151 ag 0.3, TEAD-YAP inh 1, MITF primary -4 and FBW7 activator 0.0.
Screening O=C(NC(=S)N1CCN(c2ccc(O)cc2)CC1)c1cccs1 returned GPR151 ag -1.3, TEAD-YAP inh -8, MITF primary -2 and FBW7 activator 0.1.
For Cc1cccc(C(=O)N(Cc2ccccn2)c2nc3ccc(F)cc3s2)c1 the results were GPR151 ag 1.5, TEAD-YAP inh -64, MITF primary 1 and FBW7 activator 0.0.
Screening CCOc1ccc(N/C(SCc2ccccc2C)=C(/C#N)C(N)=O)cc1 returned GPR151 ag 1.4, TEAD-YAP inh 13, MITF primary -11 and FBW7 activator -0.3.
For Cc1cccc2cc(C(c3nnnn3C(C)(C)C)N3CCCC3)c(=O)[nH]c12 (stereo not drawn) the results were GPR151 ag 0.9, TEAD-YAP inh 1, MITF primary 4 and FBW7 activator -0.1.
For CCOC(=O)c1ccccc1NC(=O)c1nn(-c2cccc(OC)c2)c(=O)c2ccccc12 the results were GPR151 ag 3.0, TEAD-YAP inh -3, MITF primary 6 and FBW7 activator 0.2.
Clc1ccc(Nc2nc(-c3ccc(I)cc3)cs2)cc1 was read as GPR151 ag 0.7, TEAD-YAP inh 4, MITF primary 7 and FBW7 activator 0.0.
Screening C=CCN(C(=O)c1csnn1)C(C(=O)NCc1ccc(F)cc1)c1sccc1C (stereo not drawn) returned GPR151 ag 2.9, TEAD-YAP inh -14, MITF primary -16 and FBW7 activator 0.1.
`COc1ccc(C(=O)/C=C/Nc2cccc(C)c2)cc1OC` gave GPR151 ag -0.4, TEAD-YAP inh -48, MITF primary 9 and FBW7 activator 0.0.
O=C(NC(=S)Nc1cccc2c(O)cccc12)c1ccco1 was read as GPR151 ag 1.9, TEAD-YAP inh 5, MITF primary 14 and FBW7 activator 0.0.
For COc1ccc(OC)c(CCNC(=O)C2CC3CCCN3C23C(=O)Nc2ccccc23)c1 (stereo not drawn) the results were GPR151 ag 0.7, TEAD-YAP inh -3, MITF primary -11 and FBW7 activator 0.3.
Cc1cccc(NC(=O)COc2ccc(C(C)C)cc2)c1 was read as GPR151 ag 0.7, TEAD-YAP inh -16, MITF primary 6 and FBW7 activator 0.0.
Screening Cc1cccc(/C=C2\SC(=S)NC2=O)c1 returned GPR151 ag 0.3, TEAD-YAP inh -7, MITF primary 21 and FBW7 activator 0.2.
`CC(=O)C1=C(O)C(=O)N(CCCN2CCOCC2)C1c1ccc(Cl)cc1Cl` (stereo not drawn) gave GPR151 ag -0.9, TEAD-YAP inh -17, MITF primary 10 and FBW7 activator 0.3.
`CN(C)c1ccc(C(=O)N2CCc3c(nc(N4CCCC4)[nH]c3=O)C2)cc1` gave GPR151 ag -0.9, TEAD-YAP inh 4, MITF primary 15 and FBW7 activator 0.3.
C[C@H](O)[C@H]1NC(=O)[C@H]2CN(Cc3cccc(Cl)c3)CCN2C1=O was read as GPR151 ag 0.5, TEAD-YAP inh -2, MITF primary -8 and FBW7 activator -0.2.
For CCOC(=O)c1nnc(-c2ccccc2)nc1NC the results were GPR151 ag -1.6, TEAD-YAP inh -13, MITF primary -2 and FBW7 activator -0.1.
Screening CCC(Sc1ccc2nnc(-c3cccc(F)c3)n2n1)C(=O)OC (stereo not drawn) returned GPR151 ag 0.0, TEAD-YAP inh -10, MITF primary 4 and FBW7 activator -0.2.
`C/C(=N\NC(=O)c1ccc(N(Cc2ccccc2)S(C)(=O)=O)cc1)c1ccccc1O` gave GPR151 ag -0.5, TEAD-YAP inh 5, MITF primary -10 and FBW7 activator 0.1.
`CCC(Oc1ccccc1)C(=O)Nc1ccc(F)c([N+](=O)[O-])c1` (stereo not drawn) gave GPR151 ag -1.2, TEAD-YAP inh 9, MITF primary 10 and FBW7 activator 0.0.
O=C(N/N=C/c1ccc(Cl)cc1Cl)c1ccc(O)cc1 was read as GPR151 ag -1.3, TEAD-YAP inh -8, MITF primary 8 and FBW7 activator 0.1.
`O=C(O)CCC(NC(=O)/C(=C/c1ccccc1)NC(=O)c1ccccc1)C(=O)O` (stereo not drawn) gave GPR151 ag 0.6, TEAD-YAP inh 7, MITF primary 21 and FBW7 activator 0.7.
`Cc1ccc(NC(=O)c2ccc(C(C)(C)C)cc2)cc1Cl` gave GPR151 ag 0.0, TEAD-YAP inh -45, MITF primary 3 and FBW7 activator 0.2.
Screening O=C(c1ccccc1I)N1CCN(c2cccc(Cl)c2)CC1 returned GPR151 ag 1.8, TEAD-YAP inh 4, MITF primary 10 and FBW7 activator -0.1.
For Cn1c2ccccc2n2c(=O)n(Cc3ccccn3)nc12 the results were GPR151 ag 0.6, TEAD-YAP inh -10, MITF primary 15 and FBW7 activator 0.6.
`CSc1nc(N)c(NC(=O)c2ccc(C)cc2)c(=O)[nH]1` gave GPR151 ag 0.1, TEAD-YAP inh -1, MITF primary -4 and FBW7 activator 0.0.
For CC1=C(C(=O)OC(C)C)C(c2cccc3ccccc23)NC(=O)N1 (stereo not drawn) the results were GPR151 ag -0.3, TEAD-YAP inh -17, MITF primary 11 and FBW7 activator 0.0.
O=C(NCCCN1CCCC1=O)c1ccc2c(c1)ncn2C1CCCC1 was read as GPR151 ag 0.4, TEAD-YAP inh 1, MITF primary 14 and FBW7 activator 0.8.
For O=C1N[C@@H](Cc2cnc[nH]2)C(=O)N2CCN(CC3CC3)C[C@H]12 the results were GPR151 ag 1.3, TEAD-YAP inh 12, MITF primary 10 and FBW7 activator -0.1.
Screening C=CCN(CC=C)S(=O)(=O)c1ccc(C(=O)Nc2nc3ccc4ccccc4c3s2)cc1 returned GPR151 ag -1.2, TEAD-YAP inh 1, MITF primary 21 and FBW7 activator 0.3.
CCN1CCN(C2CC(=O)N(c3ccc(N=Nc4ccccc4)cc3)C2=O)CC1 (stereo not drawn) was read as GPR151 ag -0.5, TEAD-YAP inh -7, MITF primary 9 and FBW7 activator -0.1.
For O=C(N/N=C\c1ccc(O)c([N+](=O)[O-])c1)c1ccc2c(c1)OCO2 the results were GPR151 ag -0.5, TEAD-YAP inh -37, MITF primary -10 and FBW7 activator 0.0.
`O=C(NCc1ccccc1)C(c1ccccc1F)N(CC1CCCO1)C(=O)c1ccccn1` (stereo not drawn) gave GPR151 ag 1.0, TEAD-YAP inh 2, MITF primary 11 and FBW7 activator -0.1.
`COC(=O)C1CCCCN1C1CCN(c2nc(C)c3cc(C)c(C)cc3n2)CC1` (stereo not drawn) gave GPR151 ag -0.4, TEAD-YAP inh 5, MITF primary 1 and FBW7 activator 0.6.
O=C1Nc2ccc([N+](=O)[O-])cc2C1=Nc1ccc(OCc2ccccc2)cc1 was read as GPR151 ag 1.3, TEAD-YAP inh -10, MITF primary 22 and FBW7 activator 0.0.
Screening CCOc1ccc2nc(SCC(=O)Nc3ccc(C(=O)O)cc3)sc2c1 returned GPR151 ag -0.3, TEAD-YAP inh -4, MITF primary 12 and FBW7 activator 0.1.
CS(=O)(=O)n1nc(OC(=O)c2ccc(Cl)cc2)cc1N was read as GPR151 ag -1.1, TEAD-YAP inh 6, MITF primary 1 and FBW7 activator -0.1.
`O=C(/C=C\Nc1cccc(F)c1)c1ccc2c(c1)OCO2` gave GPR151 ag -3.5, TEAD-YAP inh 55*, MITF primary 0 and FBW7 activator 0.0.
`CN(C)S(=O)(=O)c1ccc2oc3nnc(SCC(=O)NC(C)(C)C)n3c2c1` gave GPR151 ag 0.4, TEAD-YAP inh -2, MITF primary 4 and FBW7 activator -0.1.
`COc1ccccc1NC(=O)COC(=O)C(C)N1C(=O)C(=O)c2ccccc21` (stereo not drawn) gave GPR151 ag 1.4, TEAD-YAP inh 13, MITF primary 2 and FBW7 activator -0.2.
For C=CCN1C(=O)/C(=C\c2ccc(O)c(O)c2)C(=O)NC1=S the results were GPR151 ag 0.1, TEAD-YAP inh -6, MITF primary 18 and FBW7 activator -0.3.
Cc1ccc(O)c(-n2cc3c(c2-c2ccccc2)c(=O)n(C)c(=O)n3C)c1 was read as GPR151 ag -0.6, TEAD-YAP inh -7, MITF primary 0 and FBW7 activator 0.0.
Cn1nccc1Nc1nc(C(=O)NC2CC2)cs1 was read as GPR151 ag -0.4, TEAD-YAP inh 0, MITF primary 9 and FBW7 activator 0.1.
Screening COc1ccccc1N1C[C@@H]2C[C@@H](c3cccn3-c3cccnc3)N3CCC[C@@]23C1=O returned GPR151 ag 0.5, TEAD-YAP inh 4, MITF primary 1 and FBW7 activator 0.2.
`CCCCCCSc1nnc2c(n1)OC(C1CC=C(C)CC1C)Nc1ccccc1-2` (stereo not drawn) gave GPR151 ag 0.8, TEAD-YAP inh 7, MITF primary 7 and FBW7 activator 0.1.
`CCCCCCNC(=O)Cn1cnc2c1c(=O)n(C)c(=O)n2C` gave GPR151 ag -0.6, TEAD-YAP inh 6, MITF primary 7 and FBW7 activator 0.1.
`Cc1sc2nc(Cc3ccccc3)nc(N3CCN(c4ccccc4F)CC3)c2c1C` gave GPR151 ag -2.5, TEAD-YAP inh 11, MITF primary 2 and FBW7 activator -0.1.
`COCCn1c(Cc2ccccc2)nnc1SCC(N)=O` gave GPR151 ag 0.1, TEAD-YAP inh -1, MITF primary 10 and FBW7 activator 0.0.
Screening Clc1ccc(N=c2oc3ccccc3cc2-c2nc3ccccc3[nH]2)c(Cl)c1 returned GPR151 ag 0.2, TEAD-YAP inh -49, MITF primary -4 and FBW7 activator -0.1.
CCn1nc(C)c(CN2CCN(Cc3ccc(OC)c(C)c3C)C(CCO)C2)c1C (stereo not drawn) was read as GPR151 ag 1.3, TEAD-YAP inh -8, MITF primary -8 and FBW7 activator 0.0.
Screening Cc1cccc(C(=O)N(CC(=O)Nc2sc(C)c(C)c2C(N)=O)C2CCCCC2)c1 returned GPR151 ag -0.2, TEAD-YAP inh 26, MITF primary 14 and FBW7 activator 0.0.
`Cc1ccc(C(=O)O/N=C(\N)c2ccccc2)c(C)c1` gave GPR151 ag 1.2, TEAD-YAP inh -25, MITF primary 17 and FBW7 activator 0.6.
For COC(=O)C1=C(C)N(CCc2ccc(OC)c(OC)c2)C(=O)C1 the results were GPR151 ag -0.4, TEAD-YAP inh 0, MITF primary -5 and FBW7 activator 0.1.
CCN=C1NN=C(/C(=N/OC)C(=O)O)CS1 was read as GPR151 ag -0.6, TEAD-YAP inh 1, MITF primary 10 and FBW7 activator 0.1.
`CC(C)N1C(=O)CCC1C(=O)NC1CCCC1` (stereo not drawn) gave GPR151 ag -1.4, TEAD-YAP inh -5, MITF primary -1 and FBW7 activator 0.0.
`COc1ccc(CC(=O)NCC2CCCN(Cc3ccccc3OC)C2)cc1` (stereo not drawn) gave GPR151 ag -0.3, TEAD-YAP inh -3, MITF primary 11 and FBW7 activator 0.1.
For COc1cc(OC)cc(C(=O)Nc2cc(C(=O)N3CCN(c4ccccc4Cl)CC3)ccc2N2CC3CC(C2)c2cccc(=O)n2C3)c1 (stereo not drawn) the results were GPR151 ag 0.6, TEAD-YAP inh -2, MITF primary -2 and FBW7 activator 0.0.
Screening Cc1ccc(N2C(=O)C3C(C2=O)C2(CO)C=CC3(C)O2)c(C)c1 (stereo not drawn) returned GPR151 ag -1.0, TEAD-YAP inh 5, MITF primary 16 and FBW7 activator 0.5.
`CCN(C(=O)/C=C/c1ccccc1[N+](=O)[O-])c1ccccc1` gave GPR151 ag 0.0, TEAD-YAP inh -2, MITF primary -4 and FBW7 activator -0.1.
C=CCN(CC=C)C(=O)/C=C/c1cccc([N+](=O)[O-])c1 was read as GPR151 ag -0.7, TEAD-YAP inh 8, MITF primary 23 and FBW7 activator 0.1.
